From PubChem
IDE cell activ: human IDE activators in live cells, primary screen, fluorescence polarization, HEK cells, FAbeta-B substrate. Insulin-degrading enzyme (Homo sapiens), P14735. FAbeta-B cleavage; 0% vehicle, 100% cell-free pure enzyme wells. activation, % at 5.96 µM. 0.073% of 340,000 active;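 active = activation above the mean of all tested compounds plus 3 SD, set per screening campaign, cut at about 17% in these data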
IMP-1 inhibitor: IMP-1 metallo-beta-lactamase inhibitors, primary screen, biochemical, epi-absorbance readout, Pseudomonas aeruginosa enzyme | metallo-beta-lactamase IMP-1 (Pseudomonas aeruginosa) | purified IMP-1, nitrocefin hydrolysis, epi-absorbance fluorescence | inhibition, % at 5.6 µM | 0.45% of 290,000 active | AID 1556, 2009;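 active = inhibition above the mean plus 3 SD of all compounds in the same screening run, cut at about 4.5% in these data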;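 note: 0% = IMP-1 with DMSO and 100% = DMSO wells lacking enzyme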
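System: Purified IMP-1 | Read-out basis: Percent enzyme inhibition | Controls: IMP-1 with DMSO as 0%, enzyme-free DMSO as 100% | Replicates: One well per compound | Doses: 5.6 µM nominal single concentration | Detection: Epi-absorbance fluorescence, 480 nm excitation, 530 nm emission | Incubation: 25 °C, 15 min preincubation, 25 min reaction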
pCIP destab: p/CIP-EGFP fusion destabilizers, primary screen, fluorescence, F442A cells. Q05BA5. 16 h. decrease of EGFP signal, % at 10 µM. 0.01% of 290,000 active. AID 1984, 2009;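 active = EGFP signal decrease of at least 30% at 10 µM or well 3 SD below plate mean, unless failing retest; inactive = the rest, including hits failing retest or dose response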; note: some compounds called inactive have numbers as strong as hits; many of its hits are not listed in these tables
NS3 helicase inh: inhibitors of HCV NS3 helicase, primary screen, biochemical, Cy5 molecular beacon fluorescence; 0.56% of 290,000 active; Hepatitis C virus NS3 helicase; NS3 helicase DNA unwinding; inhibition, % at 10.9 µM; AID 1800, 2009;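 active = inhibition above the mean of all tested compounds plus 3 SD, set per campaign, cut at about 35% in these data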;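 note: 0% = DMSO wells and 100% = thioflavine S control wells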
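System: Hepatitis C virus NS3 helicase domain fragment enzyme | Reagent: Annealed dual-labelled DNA beacon duplex, ATP-started | Compound dosing: 10.9 µM single point, 0.8% DMSO | Incubation: 1 h reaction at 25 °C, ATP-initiated | Technique: Cy5 fluorescence | Evaluation: Percent inhibition from t60/t0 fluorescence ratio | Benchmarks: Low DMSO, high thioflavine S at 110 µM | Replication: Singlicate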
MEKK3 PB1 HTS: modulators of MEKK3-MEK5 PB1 binding, primary screen, biochemical, wildtype MEKK3, multiplex bead flow cytometry, Alexa488-MEK5. bead-based flow cytometry, Alexa488-MEK5 binding to MEKK3; actives lie on both sides; 0 = blocked by unlabeled MEK5, 100 = vehicle. binding response (% of control), % at 10 µM. 1.4% of 290,000 active. AID 1529, 2009;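 active = binding response more than 3 SD above or below the average of its plate-row segment, actives on both sides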;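 note: Alexa488 bead fluorescence after subtracting the streptavidin-only scavenger bead signal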
Target sequence (Q99759 whole entry, looked up): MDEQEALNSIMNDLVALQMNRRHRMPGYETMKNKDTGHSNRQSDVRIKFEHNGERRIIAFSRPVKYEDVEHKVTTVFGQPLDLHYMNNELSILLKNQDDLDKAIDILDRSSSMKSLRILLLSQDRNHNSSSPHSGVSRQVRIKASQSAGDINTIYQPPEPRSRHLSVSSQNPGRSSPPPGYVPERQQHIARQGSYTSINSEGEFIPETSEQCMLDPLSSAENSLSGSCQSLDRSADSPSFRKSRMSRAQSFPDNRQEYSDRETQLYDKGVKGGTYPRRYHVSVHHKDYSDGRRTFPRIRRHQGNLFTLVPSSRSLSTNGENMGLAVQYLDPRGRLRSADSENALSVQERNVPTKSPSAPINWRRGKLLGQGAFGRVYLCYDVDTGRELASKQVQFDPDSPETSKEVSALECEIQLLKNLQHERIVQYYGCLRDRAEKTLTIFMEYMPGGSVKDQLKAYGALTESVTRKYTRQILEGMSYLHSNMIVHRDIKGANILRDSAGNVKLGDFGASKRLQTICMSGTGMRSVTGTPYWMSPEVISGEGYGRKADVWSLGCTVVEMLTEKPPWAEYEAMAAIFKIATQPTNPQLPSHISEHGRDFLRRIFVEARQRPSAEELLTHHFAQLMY
VIM-2 inhibitor: VIM-2 metallo-beta-lactamase inhibitors, primary screen, biochemical, epi-absorbance readout, Pseudomonas aeruginosa enzyme | purified VIM-2, nitrocefin hydrolysis, epi-absorbance fluorescence | inhibition, % at 5.6 µM | 0.89% of 290,000 active;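 active = inhibition above the mean of all tested compounds plus 3 SD, cutoff set per screening run, cut at about 7.5% in these data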;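 note: red hydrolysis product quenches plate fluorescence so inhibitors raise well fluorescence; 0% = enzyme with DMSO and 100% = DMSO without enzyme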
UBC9 SUMO inh: inhibitors of in vitro SUMOylation cascade, primary screen, biochemical, HTRF, uHTS; inhibition, % at 35 µM; SUMO-conjugating enzyme UBC9 (Homo sapiens), P63279; HTRF SUMOylation assay, SAE1/SAE2 + UBC9; 0.36% of 290,000 active; in the data active = inhibition above about 50%, passing the limit was not always enough; note: strong numbers were not always called active
Target sequence (P63279 whole entry, looked up): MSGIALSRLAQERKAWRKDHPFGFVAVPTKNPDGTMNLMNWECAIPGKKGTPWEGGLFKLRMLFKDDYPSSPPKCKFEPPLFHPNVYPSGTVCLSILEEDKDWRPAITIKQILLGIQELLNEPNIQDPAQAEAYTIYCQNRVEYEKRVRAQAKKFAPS
DNA FID counter: compounds displacing fluorescent DNA intercalator, primary screen, artefact control for HCV NS3 helicase inhibitor project, biochemical, FID fluorescence. DNA fluorescent intercalator displacement. inhibition, % at 7.9 µM. 0.17% of 290,000 active; in the data active = inhibition above about 37%;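 note: 0% = vehicle and 100% = reference compound; higher means more ethidium bromide displaced from hairpin DNA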
PHOSPHO1 block: PubChem AID 1565 | 1.1% of 290,000 active | inhibition, % at 13.3 µM | recombinant PHOSPHO1, absorbance phosphatase assay | Phosphoethanolamine/phosphocholine phosphatase (Homo sapiens), Q8TCT1; in the data active = inhibition above about 60%
Target sequence (Q8TCT1 whole entry, looked up): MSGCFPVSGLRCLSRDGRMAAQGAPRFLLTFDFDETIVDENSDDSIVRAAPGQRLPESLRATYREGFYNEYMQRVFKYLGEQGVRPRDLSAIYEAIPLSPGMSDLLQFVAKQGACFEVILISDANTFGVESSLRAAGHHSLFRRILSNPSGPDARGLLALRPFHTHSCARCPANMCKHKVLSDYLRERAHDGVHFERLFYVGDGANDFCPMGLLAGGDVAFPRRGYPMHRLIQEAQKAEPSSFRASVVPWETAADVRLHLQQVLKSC
Active calls of the source: *; nt = not tested or not shown.

item | mol | IDE cell activ | IMP-1 inhibitor | pCIP destab | NS3 helicase inh | MEKK3 PB1 HTS
1 | Cc1cc(NC(=O)CCC(=O)N(Cc2ccco2)C2(C(=O)NC3CCCCC3)CCCC(C)C2)no1 (stereo not given) | 3 | -1.0 | 8 | 2 | 99
2 | O=C1NCC(O)=C1C=NCCCO | 0 | -2.0 | -6 | -1 | nt
3 | Cc1[nH]c2ccc(C(=O)N3CCN(Cc4ccccc4)CC3)cc2c1C | 0 | -1.2 | -12 | -2 | 98
4 | CCCCCn1c(=O)[nH]c2cc(C(=O)NCCCN(CC)CC)ccc2c1=O | 6 | -3.9 | -14 | -8 | 93
5 | COc1ccc(-c2c(NC(C)=O)n(C)c3ccccc3c2=O)cc1 | 1 | -3.1 | 7 | 2 | 90
6 | COc1ccc(C2/C=C\CN(C(=O)OCc3ccccc3)CC(=O)N2Cc2ccc(F)cc2)cc1 (stereo not given) | -2 | nt | -14 | nt | 108
7 | COc1ccc(S(=O)(=O)n2cnc3cc(C)c(C)cc32)cc1 | 6 | -5.3 | -10 | -10 | 106
8 | CCOc1ccc(NS(=O)(=O)c2ccc(C(=O)NCCCN3CCCC3=O)cc2)cc1 | 3 | -1.3 | -18 | 0 | 102
9 | CC(C)CC(=O)NC(=S)Nc1ccc(N2CCCC2)c(Cl)c1 | nt | 3.2 | -4 | -8 | 62
10 | COc1ccccc1N1CCN(C(=O)c2ccc(Cl)c(S(=O)(=O)N3CCOCC3)c2)CC1 | 3 | -0.6 | -5 | -2 | 106
11 | CCCCOP(=O)(OCCCC)C(O)c1ccc(N(C)C)cc1 (stereo not given) | 6 | -2.5 | -3 | 10 | 102
12 | COc1ccc(NC2=CC(=S)NC(C)(C)C2)cc1 | -2 | -0.7 | -38 | -30 | 91

item | VIM-2 inhibitor | UBC9 SUMO inh | DNA FID counter | PHOSPHO1 block
1 | -1.1 | 1 | -44 | 6
2 | -0.9 | 5 | 2 | 14
3 | 2.5 | 1 | -26 | 46
4 | -1.0 | 31 | 12 | -5
5 | -1.7 | -10 | -1 | -2
6 | nt | -5 | nt | 31
7 | -3.1 | 0 | -18 | 11
8 | -0.4 | 12 | -24 | 28
9 | 1.8 | 8 | -4 | 29
10 | 1.0 | 1 | -44 | 24
11 | -1.4 | 12 | -32 | 46
12 | -0.6 | 21 | -3 | 30

New compounds follow.
item | mol | IDE cell activ | IMP-1 inhibitor | pCIP destab | NS3 helicase inh | MEKK3 PB1 HTS
13 | CCOc1ccccc1C(=O)Nc1ccc(S(=O)(=O)N2CCOCC2)cc1 | 1 | -1.9 | -4 | -2 | 108
14 | CN1C(=O)/C(=C/c2cn(CC(=O)N3CCCCC3)c3ccccc23)NC1=S | -4 | -3.1 | -23 | 7 | 102
15 | COCCCNC(=S)N/N=C/c1ccc(N(C)C)cc1Cl | 12 | -2.3 | -8 | 4 | 103
16 | COc1cc2[nH]c(=S)n(Cc3cccs3)c(=O)c2cc1OC | -2 | -4.1 | -9 | 0 | 96
17 | CCOc1ccc(S(=O)(=O)N2CCC(C(=O)NCc3ccco3)CC2)cc1 | 5 | -0.6 | 4 | -1 | 99
18 | COc1cccc(-c2nc(NCc3ccccc3)c3ccccc3n2)c1O | 2 | -4.7 | 3 | 14 | 103
19 | CCOC(=O)c1c(NC(=O)CN2CCN(C(=O)c3ccco3)CC2)sc(C)c1C | 5 | -2.7 | 1 | -9 | 104
20 | CCn1c(=O)cc(O)c2ccccc21 | 1 | -0.3 | -1 | 7 | 110
21 | CC1(C)CC(NC(=O)COc2ccccc2Cl)CC(C)(C)N1 | 7 | -4.9 | 7 | 6 | 100
22 | Cc1ccccc1N(C(=O)c1snc(C(N)=O)c1N)C(C(=O)NCC1CCCO1)c1ccc(N(C)C)cc1 (stereo not given) | 1 | -1.3 | -9 | -12 | 101
23 | C/C(=N\N1CCN(C2c3ccccc3-c3ccccc32)CC1)c1ccncc1 | 3 | 1.1 | -13 | 3 | 98
24 | Cn1cc(/C=C2\SC(=O)N(c3ccccc3)C2=O)c2ccccc21 | 5 | -2.2 | 1 | 9 | 102

item | VIM-2 inhibitor | UBC9 SUMO inh | DNA FID counter | PHOSPHO1 block
13 | 2.3 | 22 | -23 | -51
14 | -6.5 | 10 | -25 | -35
15 | -3.4 | 5 | -21 | -50
16 | -5.4 | 16 | 0 | 8
17 | -0.5 | 2 | -27 | -37
18 | -1.9 | 10 | -3 | 39
19 | 1.4 | 1 | -44 | 32
20 | 0.0 | 13 | -3 | 0
21 | -3.9 | -1 | 6 | 15
22 | -5.7 | -10 | -44 | 45
23 | -1.5 | 6 | -7 | 22
24 | -1.9 | 20 | -2 | 2

Some of the entries above, set out differently:
No.	molecule	IDE cell activ	IMP-1 inhibitor	pCIP destab	NS3 helicase inh	MEKK3 PB1 HTS	VIM-2 inhibitor	UBC9 SUMO inh	DNA FID counter	PHOSPHO1 block
15	COCCCNC(=S)N/N=C/c1ccc(N(C)C)cc1Cl	12	-2.3	-8	4	103	-3.4	5	-21	-50
16	COc1cc2[nH]c(=S)n(Cc3cccs3)c(=O)c2cc1OC	-2	-4.1	-9	0	96	-5.4	16	0	8

Further records follow.
item | mol | IDE cell activ | IMP-1 inhibitor | pCIP destab | NS3 helicase inh | MEKK3 PB1 HTS
25 | Cc1cc(C)nc(NS(=O)(=O)c2ccc(NC(=O)c3cc(-c4ccccc4)nc4ccccc34)cc2)n1 | -2 | -2.2 | 5 | 6 | 93
26 | C#Cc1cccc(-n2nnc(C(=O)OC)c2-c2ccccc2)c1 | 0 | 0.0 | -9 | 3 | 98
27 | COc1ccc(C(=O)NCC(=O)N2CCc3ccccc3C2)cc1 | 4 | -0.9 | 1 | -3 | 112
28 | CCOc1ccc(C(=S)NC2CCCCC2)cc1 | 1 | -1.6 | -8 | -4 | 98
29 | Nc1nnc(-c2ccc(Cl)c([N+](=O)[O-])c2)s1 | -2 | -3.9 | -6 | 14 | 99
30 | CC(Oc1cccc(Cl)c1)C(=O)Nc1cc(=O)n(C)c(=O)n1C (stereo not given) | -1 | -0.1 | -11 | -4 | 97
31 | CCN1CCN(C(=O)c2ccc3c(c2)N(Cc2ccccc2)C(=O)c2ccccc2S3=O)CC1 (stereo not given) | -1 | -4.9 | 5 | -20 | 103
32 | CC(NCC(O)COCc1ccc(Cl)cc1)c1ccccc1 (stereo not given) | -2 | -1.5 | 1 | -23 | 110
33 | CCCCCCc1c(O)nc(SCCN(C)C)[nH]c1=O | 3 | -3.1 | -15 | 3 | 107
34 | COc1cc(/C=C\C(=O)NCc2ccc3[nH]c(C)cc3c2)cc(OC)c1OC | -6 | -0.7 | -5 | -11 | 107
35 | CCOc1cccc(C2NC(=S)NC(C)=C2C(=O)Nc2ccccc2)c1 (stereo not given) | -3 | -3.1 | 1 | -6 | 102
36 | S=C(NCC1COc2ccccc2O1)Nc1ccccc1 (stereo not given) | -3 | -3.3 | -6 | 3 | 96

item | VIM-2 inhibitor | UBC9 SUMO inh | DNA FID counter | PHOSPHO1 block
25 | -0.1 | 3 | -13 | -12
26 | 0.5 | 0 | -24 | 1
27 | -2.1 | 5 | -9 | 36
28 | -1.0 | -6 | -6 | -35
29 | 1.2 | -1 | -1 | -40
30 | -0.9 | 6 | -6 | -5
31 | -2.4 | 0 | -4 | -9
32 | -2.2 | 3 | 9 | 7
33 | -3.9 | 21 | -1 | -12
34 | -2.0 | 6 | -24 | 11
35 | -2.5 | -3 | 1 | 1
36 | -3.5 | -6 | -6 | 3

More structures follow.
item | mol | IDE cell activ | IMP-1 inhibitor | pCIP destab | NS3 helicase inh | MEKK3 PB1 HTS
37 | CCc1ccc2oc(C(=O)N3CCN(c4ccccc4OC)CC3)cc(=O)c2c1 | 2 | -0.1 | 3 | -12 | 102
38 | COc1cc(/C=N/NC(=O)c2ccc(CSc3nc4ccccc4[nH]3)cc2)cc(OC)c1OC | -9 | -0.6 | -19 | -1 | 92
39 | COc1ccc(N=C2SC(CC(=O)Nc3ccccc3)C(=O)N2Cc2ccccn2)cc1 (stereo not given) | 3 | -2.8 | -5 | -13 | 99
40 | CCOC(=O)c1ccc(NC(=O)N2CCN(C(=O)c3ccco3)CC2)cc1 | -3 | 0.6 | 11 | 7 | 97
41 | CN(C(=O)CSc1nnc(-c2ccncc2)n1C)C1CCS(=O)(=O)C1 (stereo not given) | 5 | -3.8 | 2 | 1 | 105
42 | COc1ccc(/C=N/NC(=O)c2cnccn2)cc1O | 6 | -3.0 | -16 | 15 | 99
43 | O=C(O)CCn1c(SCc2cccc3ccccc23)nc2ccccc21 | 3 | -0.9 | 4 | 17 | 99
44 | CC(C)(C)OC(=O)N1CCC(CC2CC(c3cccc(Br)c3)=NO2)(C(=O)NCC2CCCCC2)CC1 (stereo not given) | -5 | -5.2 | -7 | 9 | 108

item | VIM-2 inhibitor | UBC9 SUMO inh | DNA FID counter | PHOSPHO1 block
37 | 0.9 | -12 | -45 | 25
38 | -0.4 | -8 | -29 | 0
39 | -0.9 | 3 | -25 | 24
40 | 1.0 | 2 | -20 | 24
41 | -4.0 | 1 | 1 | -2
42 | -4.6 | 0 | -8 | -17
43 | 0.9 | 10 | -42 | 41
44 | -2.1 | -4 | -36 | 10

Structures shown so far with an NH in an aromatic ring:
item | mol | IDE cell activ | IMP-1 inhibitor | pCIP destab | NS3 helicase inh | MEKK3 PB1 HTS
3 | Cc1[nH]c2ccc(C(=O)N3CCN(Cc4ccccc4)CC3)cc2c1C | 0 | -1.2 | -12 | -2 | 98
4 | CCCCCn1c(=O)[nH]c2cc(C(=O)NCCCN(CC)CC)ccc2c1=O | 6 | -3.9 | -14 | -8 | 93
16 | COc1cc2[nH]c(=S)n(Cc3cccs3)c(=O)c2cc1OC | -2 | -4.1 | -9 | 0 | 96
33 | CCCCCCc1c(O)nc(SCCN(C)C)[nH]c1=O | 3 | -3.1 | -15 | 3 | 107
34 | COc1cc(/C=C\C(=O)NCc2ccc3[nH]c(C)cc3c2)cc(OC)c1OC | -6 | -0.7 | -5 | -11 | 107
38 | COc1cc(/C=N/NC(=O)c2ccc(CSc3nc4ccccc4[nH]3)cc2)cc(OC)c1OC | -9 | -0.6 | -19 | -1 | 92

item | VIM-2 inhibitor | UBC9 SUMO inh | DNA FID counter | PHOSPHO1 block
3 | 2.5 | 1 | -26 | 46
4 | -1.0 | 31 | 12 | -5
16 | -5.4 | 16 | 0 | 8
33 | -3.9 | 21 | -1 | -12
34 | -2.0 | 6 | -24 | 11
38 | -0.4 | -8 | -29 | 0

These rows are one share of the data; count on the stated rates, not on these rows.
